Abeta rescue: qHTS for compounds that reverse cellular toxicity of Amyloid beta (A-beta) peptide in yeast: Primary Screen. yeast expressing A-beta42, growth rescue, OD600, 48 h; response scale: 0% DMSO, 100% iron-clioquinol control. Potency, µM (series often up to 46.1 µM), inactives show at the highest dose growth rescue, hits mostly activators. 410,000 compounds, 0.063% hits; note: potency is the fitted concentration of half-maximal effect; nearly all actives have a fitted effect of over 55% in size
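Yeast A-beta toxicity model in growth medium with pinned compounds, 48 h at 30 C; growth read as absorbance at 600 nm. Normalized to FeCl3/clioquinol equimolar mix (positive) and DMSO (negative).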
pAkt inh: HTS Assay for Inhibitors of Akt Phophorylation: Primary Screen | activity change, % for hits at 50 µM | 360,000 compounds, 0.32% hits | Neuro2A IGF-stimulated pAkt S473 HTRF, 20 min; hits give low values; in the data active = activity change below about -80%; inconclusive = mostly about -51% to -80%; note: % is set by controls: 0 for no effect and ±100 for the full control effect
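Neuro2A cells in DMEM with 0.5% FBS, overnight at 37 deg C, given compound at single 50 µM final, then IGF (6 nM final) for 20 min at 37 deg C. Lysed; phospho-Akt Ser473 by HTRF after 24 h, 665/615 ratio.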
FUS yeast rescue: qHTS for Suppressors of FUS Proteinopathy: Primary screen using FUS-linked yeast assay; S. cerevisiae FUS-expressing, growth rescue, OD600, 24 h; Potency, µM (doses to about 76.6 µM), inactives show at the top dose growth rescue (activation), usual class: activators; 390,000 compounds, 0.24% hits; AID 1347120, 2019;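 note: potency is the fitted concentration of half-maximal effect; plate controls were DMSO vehicle for no effect and reference control for full effect; nearly all actives have a fitted effect of over 55% in size; some results filed as inactive show a strong effect at the top dose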
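FUS-expressing yeast, raffinose-pregrown, induced in 2% galactose minimal medium at OD 0.005; compounds in a dilution series, 24hr at 30C. Growth restoration read as absorbance at 600 nm. CP55940 positive control, DMSO negative.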
PTHR1 agonist: qHTS for PTHR1 Agonists: Primary Screen | HEK293 GP2 PTHR1 cells, GloSensor cAMP luminescence, 1 h | Potency, µM (titrated, usually from 115 µM), for inactives: at the highest dose activation, hits mostly activators | AID 743266, 2014 | 410,000 compounds, 0.075% hits; note: potency is the fitted concentration of half-maximal effect; nearly all actives have a fitted effect of over 55% in size; some results filed as inactive show a strong effect at the top dose; inactives centre near -15; many of its hits are not listed in these tables
Target sequence (Q03431 whole entry, looked up): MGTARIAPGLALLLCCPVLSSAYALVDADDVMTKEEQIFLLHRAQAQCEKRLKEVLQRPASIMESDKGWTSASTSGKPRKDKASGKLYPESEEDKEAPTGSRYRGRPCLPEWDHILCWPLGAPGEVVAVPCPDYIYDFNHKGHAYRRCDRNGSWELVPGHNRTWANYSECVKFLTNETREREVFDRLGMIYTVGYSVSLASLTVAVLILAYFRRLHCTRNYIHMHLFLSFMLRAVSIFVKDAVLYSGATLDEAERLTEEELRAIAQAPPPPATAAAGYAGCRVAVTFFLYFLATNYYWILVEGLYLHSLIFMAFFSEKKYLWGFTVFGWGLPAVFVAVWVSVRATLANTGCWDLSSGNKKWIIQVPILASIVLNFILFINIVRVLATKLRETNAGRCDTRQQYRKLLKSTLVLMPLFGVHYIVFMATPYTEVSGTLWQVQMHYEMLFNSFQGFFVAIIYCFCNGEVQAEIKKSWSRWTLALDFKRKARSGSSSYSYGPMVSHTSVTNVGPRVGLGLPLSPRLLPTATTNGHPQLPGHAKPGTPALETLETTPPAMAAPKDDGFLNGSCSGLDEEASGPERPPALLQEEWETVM
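HEK-293-derived GP2 cells expressing PTHR1 and a GloSensor cAMP reporter, 3,000/well, plated overnight, given luciferin plus IBMX (each 0.5 mM as added) for 1 h at 37 °C, then compound for 1 h at 37 °C. Luminescence was read after 15 min at room temperature.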
DRD3 antagonist: qHTS of D3 Dopamine Receptor Antagonist: qHTS | D(3) dopamine receptor (Homo sapiens), P35462 | D3R cells, DiscoveRx beta-arrestin luminescence, antagonist mode; hits give low values | max response, negative = inhibition, % | 360,000 compounds, 2.5% hits | AID 652054, 2013; in the data active = max response below about -50%; inconclusive = no clear call, values can overlap the other calls; note: % is set by controls: 0 for no effect and ±100 for the full control effect; mostly tested at two doses, the higher about 12 µM
Target sequence (P35462 whole entry, looked up): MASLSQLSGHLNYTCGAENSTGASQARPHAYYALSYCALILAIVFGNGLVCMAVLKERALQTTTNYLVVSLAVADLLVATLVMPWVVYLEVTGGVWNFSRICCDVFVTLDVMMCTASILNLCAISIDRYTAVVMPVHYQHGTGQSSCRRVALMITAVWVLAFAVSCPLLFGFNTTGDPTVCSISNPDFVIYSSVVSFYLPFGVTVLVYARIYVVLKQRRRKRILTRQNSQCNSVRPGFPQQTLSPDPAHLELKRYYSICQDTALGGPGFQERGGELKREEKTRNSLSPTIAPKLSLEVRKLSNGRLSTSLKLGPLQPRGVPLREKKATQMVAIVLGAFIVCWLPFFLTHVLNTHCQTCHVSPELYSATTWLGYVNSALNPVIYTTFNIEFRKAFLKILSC
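Cells expressing the human receptor were seeded at 1500 cells/well, incubated overnight at 37 degrees C in 5% CO2, then exposed to library compounds with dopamine controls for 90 minutes at 37 degrees C before luminescent detection.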
aSyn yeast inh: qHTS of alpha-syn Inhibitors; Yeast expressing alpha-synuclein, growth rescue, BacTiter-Glo, 24 h; Potency, µM (doses to about 46.1 µM), inactives show at the top dose growth rescue (activation), most hits filed as activators; 370,000 compounds, 0.14% hits; AID 652106, 2013; note: potency is the fitted concentration of half-maximal effect; % of control where 0% means no effect; nearly all actives have a fitted effect of over 65% in size
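Rescue of yeast growth: cells expressing toxic alpha-synuclein, induced in galactose at OD600 0.02, incubated with compound 24 h at 30 C. ATP luminescence quantified growth; inhibitors of toxicity appear as activators.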
GLP-1R inv ag: qHTS of GLP-1 Receptor Inverse Agonists (Inhibition Mode); Potency, µM (highest dose often 38.3 µM), for inactives: top-dose activity change, negative = inhibition, actives largely listed as inhibitors; HEK293 GLP-1R CRE-luciferase, luminescence, 24 h; GLP-1R form is constitutively active; AID 624417, 2012; 410,000 compounds, 1.6% hits; note: potency is the fitted concentration of half-maximal effect; % is set by controls: 0 for no effect and ±100 for the full control effect; nearly all actives have a fitted effect of over 55% in size
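Inverse agonists were sought by their lowering of basal cAMP reporter luciferase output in HEK293 cells stably carrying constitutively active human GLP-1R, after 24 h compound treatment.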
GLP-1R agonist: qHTS of GLP-1 Receptor Agonists | Glucagon-like peptide 1 receptor (Homo sapiens), P43220 | HEK293 GLP-1R CRE-luciferase, luminescence, 4-6 h; cells express a hypersensitive GLP-1R form | Potency, µM (doses to about 45.6 µM), without a hit: at the top dose activation, usual class: activators | 380,000 compounds, 0.007% hits | AID 624172, 2012; note: potency is the fitted concentration of half-maximal effect; % of control where 0% means no effect
TDP-43 yeast inh: qHTS of TDP-43 Inhibitors; TDP-43 expressing yeast growth rescue, BacTiter-Glo, 24 h; Potency, µM (series often up to 46.1 µM), inactives show at the top dose growth rescue (activation), actives largely listed as activators; 410,000 compounds, 1.8% hits; AID 652104, 2013; note: potency is the fitted concentration of half-maximal effect; % of control where 0% means no effect; nearly all actives have a fitted effect of over 50% in size
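In this qHTS, compounds that restore growth of yeast expressing TDP-43 appear as activators. Cells (OD600=0.02, galactose medium, raffinose-pregrown) are incubated with compound 24 hr at 30 deg C and growth is quantified by BacTiter-Glo.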
* marks the source's active call; other numbers are inactive results; i = inactive; ? = inconclusive; . = not tested or not shown; [ ] = remark or other dose. Unless noted, calls come from the whole dose curve; as a rule, active = well fitted curve in the direction sought with a large enough effect; inconclusive = small, poorly fitted or top-dose-only effect, or another doubt; inactive = no such curve, though single readings can be large; an effect the other way counts as inactive or inconclusive. A portion of the library; count on the stated rates, not on these rows.

SMILES	Abeta rescue	pAkt inh	FUS yeast rescue	PTHR1 agonist	DRD3 antagonist	aSyn yeast inh	GLP-1R inv ag	GLP-1R agonist	TDP-43 yeast inh
CCOC(=O)N1CCN(C(=O)c2oc3ccc(S(=O)(=O)N4CCCCCC4)cc3c2C)CC1	-12%	i	6%	-23%	-5	13%	?	16%	17%
COc1ccccc1N1CCN(C(=O)C(=O)c2c(C)[nH]c3ccccc23)CC1	.	i	21%	i	-8	4%	-4%	8%	-1%
Cc1ccc(Nc2nnc(SCC(=O)NCC3CCCO3)s2)cc1 (configuration not stated)	-14%	i	-12%	9%	-17	-2%	-16%	0%	-13%
CC(C)CCOc1ccc(C(=O)N2CCCC2C(=O)O)cc1 (configuration not stated)	-5%	i	4%	i	-10	5%	9%	-1%	8%
N=c1c2c(-c3ccccc3)c(-c3ccccc3)oc2ncn1Cc1ccco1	4%	i	14%	-2%	-24	0%	?	7%	7%
Cc1cc2c(cc1[N+](=O)[O-])NC(CNC(C)C)CC2 (configuration not stated)	9%	i	30%	i	-83*	9%	-27%	3%	-14%
COc1cccc(OCC(=O)N(Cc2nc(-c3ccc(Cl)cc3)no2)C(C)C)c1	-13%	i	31%	-92%[inhibitor]	17	5%	?	7%	3%
CC(C)CN(C(=O)CSc1nnc(-c2cccs2)n1N)c1c(N)n(Cc2ccccc2)c(=O)[nH]c1=O	-2%	i	23%	-16%	15	2%	10%	-4%	26%
CNC(=O)c1[nH]cnc1C(=O)Nc1cccc(OC)c1	-3%	i	-6%	i	6	5%	92%[activator]	45%	23%
CC(C)N=C(NS(=O)(=O)c1cccs1)c1ccccc1	7%	i	-8%	i	13	-7%	13%	0%	17%
Cc1ccc(CCNC(=O)c2cc(-c3ccncc3)nc3ccccc23)cc1	-8%	i	-4%	i	3	3%	-19%	15%	-4%
COc1ccc(CCNC(=O)CCCn2c(=O)[nH]c3cc(OC)c(OC)cc3c2=O)cc1OC	17%	i	17%	i	1	-20%	0%	4%	6%
C=CCOc1c(Cl)cc(CNCCCN2CCOCC2)cc1OC	-4%	i	-13%	-18%	2	3%	?	2%	-23%
CCc1ccc(CNCc2ccc(F)cc2)cc1	4%	i	-5%	-18%	-18	3%	5%	21%	2%
Cc1ccc(S(=O)(=O)N2CCOCC2)cc1NC(=O)CN1C(=O)NC(C)(c2ccc(Cl)cc2Cl)C1=O (configuration not stated)	-3%	i	?	-29%	?	-5%[1.84 µM]	-14%	-4%	1%

A draw from above in order of SMILES length, ascending.
SMILES	Abeta rescue	pAkt inh	FUS yeast rescue	PTHR1 agonist	DRD3 antagonist	aSyn yeast inh	GLP-1R inv ag	GLP-1R agonist	TDP-43 yeast inh
CCc1ccc(CNCc2ccc(F)cc2)cc1	4%	i	-5%	-18%	-18	3%	5%	21%	2%
C=CCOc1c(Cl)cc(CNCCCN2CCOCC2)cc1OC	-4%	i	-13%	-18%	2	3%	?	2%	-23%
Cc1ccc(Nc2nnc(SCC(=O)NCC3CCCO3)s2)cc1 (configuration not stated)	-14%	i	-12%	9%	-17	-2%	-16%	0%	-13%
N=c1c2c(-c3ccccc3)c(-c3ccccc3)oc2ncn1Cc1ccco1	4%	i	14%	-2%	-24	0%	?	7%	7%
COc1ccc(CCNC(=O)CCCn2c(=O)[nH]c3cc(OC)c(OC)cc3c2=O)cc1OC	17%	i	17%	i	1	-20%	0%	4%	6%
CCOC(=O)N1CCN(C(=O)c2oc3ccc(S(=O)(=O)N4CCCCCC4)cc3c2C)CC1	-12%	i	6%	-23%	-5	13%	?	16%	17%
CC(C)CN(C(=O)CSc1nnc(-c2cccs2)n1N)c1c(N)n(Cc2ccccc2)c(=O)[nH]c1=O	-2%	i	23%	-16%	15	2%	10%	-4%	26%
Cc1ccc(S(=O)(=O)N2CCOCC2)cc1NC(=O)CN1C(=O)NC(C)(c2ccc(Cl)cc2Cl)C1=O (configuration not stated)	-3%	i	?	-29%	?	-5%[1.84 µM]	-14%	-4%	1%

The results go on.
SMILES	Abeta rescue	pAkt inh	FUS yeast rescue	PTHR1 agonist	DRD3 antagonist	aSyn yeast inh	GLP-1R inv ag	GLP-1R agonist	TDP-43 yeast inh
COc1ccc(C(=O)N=C2SC3CS(=O)(=O)CC3N2Cc2ccc(F)cc2)cc1 (configuration not stated)	0%	i	-16%	i	6	1%	6%	-3%	18%
N#CC12C(=O)NC(=O)C1(C#N)C21CCCC1 (configuration not stated)	-3%	i	.	-4%	0	7%	11%	-1%	17%
Cc1ccc(N(CC(=O)NCc2ccccn2)S(=O)(=O)c2ccccc2)cc1Cl	7%	i	.	-50%[inhibitor]	16	-3%	-27%	3%	25%
COc1ccccc1OCC(=O)N(Cc1ccc(N(C)C)cc1)CC1CCCO1 (configuration not stated)	-7%	.	3%	-5%	.	.	-10%	.	-12%
CC(=O)OCC(OC(C)=O)C(OC(C)=O)C(OC(C)=O)C(=O)Nc1ccccc1 (configuration not stated)	-3%	i	4%	-35%[inhibitor]	-18	0%	8%	1%	-14%
Cc1cc(=O)n2c(C(=O)Nc3ccc(F)c(Cl)c3)c(C(=O)Nc3cccc(C)c3C)sc2n1	3%	.	-8%	i	.	.	3%	.	0%
COC(=O)[C@H](C)NC(=O)NCc1ccco1	13%	i	-14%	i	2	4%	13%	-9%	-18%
CCOC(=O)c1c(C)oc2nc(C)nc(NCCc3ccc(S(N)(=O)=O)cc3)c12	-19%	.	-22%	-31%[inhibitor]	.	.	4%	.	13%
Cc1ccc(S(=O)(=O)NC2CCOC(C)(C)C2)cc1 (configuration not stated)	24%	i	-13%	i	5	3%	-24%	16%	-18%
CC1CCc2c(sc(NC(=O)COc3ccccc3)c2C(=O)Nc2ccccc2Cl)C1 (configuration not stated)	-6%	.	9%	-17%	.	.	10%	.	30%
O=C(Nc1ncnc2sc3c(c12)CCCC3)c1ccncc1	-18%	i	-7%	i	11	-5%	1%	8%	2%
CNc1ccc(Cl)cc1C(N)=O	-2%	i	-2%	25%	3	7%	5%	0%	-10%[1.82 µM]
Cc1cccc(Cn2nnc3c(=O)[nH]c(C4CCCN(C(=O)c5ccc(C(C)(C)C)cc5)C4)nc32)c1 (configuration not stated)	6%	.	22µM*	-9%	.	.	?	.	12%
O=S(=O)(NCCN1CCOCC1)c1ccc2c(c1)OCCO2	-19%	i	24%	i	6	10%	38%[activator]	1%	0%
Cc1noc2ncnc(SCc3ccc(C(F)(F)F)cc3)c12	-8%	i	8%	-33%[inhibitor]	-18	2%	?	1%	?
COc1cc2c(cc1NC(=O)CSc1nnc(Cc3cccs3)n1C)oc1ccccc12	19%	i	10%	-16%[57.5 µM]	28	-10%	?	-5%	-5%
COCc1cc(=O)[nH]c2cc(NC(=O)C(C)(C)CCl)c(C)cc12	4%	i	-4%	-41%[inhibitor]	-13	-7%	-21%	-4%	5%
Cc1cccc(N(CC(=O)NCCSc2ccccn2)S(=O)(=O)c2ccccc2)c1	-1%	i	.	-12%	9	7%	-12%	-1%	9%
CC1(C)CC(=O)c2sc(NC(=O)c3ccco3)nc2C1	-17%	i	-16%	-42%[inhibitor]	-25	-5%	-6%	-5%	7%
O=C(CN1CCCCC1)Nc1ccc(NC(=O)c2ccc(Cl)cc2)cc1Cl	-4%	i	9%	i	10	5%	-25%	3%	1%
COC(=O)c1ccccc1NC(=O)NCc1c(C)nn(C)c1C	12%	i	-8%	i	7	1%	8%[7.66 µM]	6%	0%
O=C(c1ccco1)N1CCN(C(=O)c2[nH]c(C(F)(F)F)nc2-c2ccccc2)CC1	3%	i	3%	-16%	4	?	-10%	-2%	19%
Cc1cc(-n2c(C)cc(C(=O)COc3cccnc3[N+](=O)[O-])c2C)no1	5%	i	6%	i	-1	-7%	2%	-18%	29%
COCCNC(=O)Cn1c(=O)n(CCCCCC(=O)NCc2ccc3c(c2)OCO3)c(=O)c2sccc21	-13%	.	12%	-14%	.	.	7%	.	4%
Fc1ccc(Cn2c(-c3cccc(Br)c3)nc3ccccc32)cc1	-9%	.	36%	-56%[inhibitor]	.	.	?	.	22µM*
Cc1nn(Cc2cccc(F)c2)c(C)c1NC(=O)c1c([N+](=O)[O-])c(C)nn1C	7%	i	-17%	-4%	-9	0%	11%	3%	-1%
Cc1cc(NC(=O)c2c(F)c(F)c(F)c(F)c2F)no1	-9%	.	13%	-3%[57.5 µM]	18	3%	5%	-7%	-6%
CCOc1cc(/C=C2\NC(=O)NC2=O)cc([N+](=O)[O-])c1O	-1%	i	9%	i	?	0%	3%	-1%	-8%
CC(=O)c1cc(-c2ccc(F)cc2)n(CCC(=O)Nc2cccnc2)c1C	8%	i	-5%	i	-1	4%	0%	14%	-8%[0.397 µM]
Cc1cc2c(cc1S(=O)(=O)N1CC(C)CC(C)C1)OCC(=O)N2 (configuration not stated)	-4%	i	-4%	i	-12	-3%	-12%	-1%	5%
COc1cccc(CN2CCC(Oc3ccc(C(=O)NCc4ccccn4)cc3)CC2)c1O	.	i	5%	i	-26	-2%	-16%	-1%	-13%
CCOC(=O)c1sc(N(Cc2ccccc2)C(=O)COC(=O)c2ccccc2O)nc1C	4%	i	.	i	12	4%	-8%	10%	16%
Cc1cccc2sc(N(Cc3cccnc3)C(=O)CCOc3ccccc3)nc12	0%	.	13%	-11%	.	.	6%	.	5%

Compound activity deposited in PubChem BioAssay by National Center for Advancing Translational Sciences (NCATS).
